# Source: PubChem (several laboratories)
# Myeloid diff 2: induction of myeloid progenitor differentiation, primary screen, cell-based, flow cytometry, MLPCN library. 360,000 tested, 1% active. ER-HoxA9 myeloid progenitors, lysozyme-GFP differentiation. AID 624256, 2012. calls only at 10 µM;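 active = normalized GFP-positive differentiation at or above the plate's own cutoff, the solvent-only control mean plus 3 SD; inconclusive = no clear call, values can overlap the other calls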;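 note: cells exposed to compound for four days before flow analysis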
# HIV fusion peptide: inhibitors of HIV fusion peptide binding, primary screen, biochemical, uHTS, fluorescence dequenching (AID 1986). cell-free peptide binding, fluorescence dequenching, 30 min; higher % means a stronger effect. inhibition, % at 20 µM, or IC50 in µM where a hit was titrated. 290,000 tested, 0.3% active; in the data active = inhibition mostly above about 52%, no sharp cut-off; inactive = mostly below about 76%; note: some results filed as inactive read as strong as hits
# LYP phosphatase: inhibitors of LYP phosphatase, biochemical, fluorescence intensity, uHTS (AID 1779); Tyrosine-protein phosphatase non-receptor type 22 (Homo sapiens); recombinant LYP phosphatase, fluorescence intensity; higher % means a stronger effect; one-dose inhibition, % at 11.5 µM; IC50 in µM for titrated hits; 290,000 tested, 0.054% active; in the data active = inhibition above about 50%;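 note: plate controls were vehicle with enzyme for no effect and no enzyme for full effect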
# Rac1 GTP hydrolysis: MgcRacGAP GTPase-activating activity inhibitors, confirmation, biochemical, ADP Hunter fluorescence | Rac GTPase-activating protein 1 (Homo sapiens) | MgcRacGAP-stimulated Rac1 GTP hydrolysis, ADP Hunter fluorescence; higher % means a stronger effect; GST-tagged Rac1 F28L mutant substrate | 340,000 tested, 0.6% active | inhibition, % at 30 µM, or IC50 in µM where a hit was titrated | AID 624330, 2012;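 active = first-screen hits whose inhibition reached a set limit at any dose in the follow-up dose series; inconclusive = inhibition above the set first-screen limit but never retested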;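 note: fluorescence reports GDP produced by GAP-driven GTP hydrolysis; strong numbers were not always called active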
# NTR1 agonist: agonists of NTR1, primary screen, imaging, U2OS cells, beta-arrestin-GFP, high content (AID 493036) | Neurotensin receptor type 1 (Homo sapiens), P30989 | NTR1-U2OS beta-arrestin-GFP spot imaging, agonist mode | activation, % at 20 µM | 330,000 tested, 0.17% active;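 active = activation at or above 40% of the spot to cytoplasm intensity ratio, with at least 20 cells analyzed; inconclusive = wells under 20 cells, flagged as cytotoxic or low count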;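 note: 0% = DMSO without peptide and 100% = 100 nM NTR1 peptide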
# Target sequence (P30989 whole entry, looked up): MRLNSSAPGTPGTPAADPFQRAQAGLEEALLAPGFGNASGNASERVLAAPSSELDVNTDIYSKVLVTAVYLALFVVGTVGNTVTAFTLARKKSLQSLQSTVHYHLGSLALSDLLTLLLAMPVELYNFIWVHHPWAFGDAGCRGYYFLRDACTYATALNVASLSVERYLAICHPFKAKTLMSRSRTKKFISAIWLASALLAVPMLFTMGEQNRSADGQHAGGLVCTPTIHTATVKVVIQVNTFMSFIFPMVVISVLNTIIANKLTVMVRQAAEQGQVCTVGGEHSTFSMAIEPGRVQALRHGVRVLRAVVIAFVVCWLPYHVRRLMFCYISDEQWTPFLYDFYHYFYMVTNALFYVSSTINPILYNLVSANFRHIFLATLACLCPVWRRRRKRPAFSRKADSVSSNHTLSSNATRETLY
# GPR55 LPI antagonism: GPR55 antagonists blocking LPI-driven arrestin recruitment, primary screen, imaging, U2OS, beta-arrestin-GFP, LPI agonist (AID 2013) | 290,000 tested, 0.13% active | inhibition, % at 10 µM; hits with a dose series show IC50 in µM | U2OS GPR55 beta-arrestin-GFP translocation imaging, LPI antagonism; higher % means a stronger effect;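 active = spots per cell inhibited over 60%, with over 100 cells counted and total cytoplasm intensity under 500,000; inconclusive = wells with under 100 cells, flagged as likely toxic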;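 note: U2OS cells stably carrying GPR55 and arrestin-GFP stimulated by 5 µM LPI near EC80; imaged beta-arrestin-GFP aggregate spots per cell after agonist stimulation; plate controls were LPI-stimulated DMSO wells for no effect and DMSO wells without LPI for full effect; some results filed as inactive read as strong as hits; confirmed hits need IC50 under 10 µM and bright autofluorescent wells are also inconclusive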
# Siah-1 displacement: Siah-1 peptide-binding antagonists, primary screen, biochemical, fluorescence polarization, rhodamine-plectin, uHTS (AID 1817); E3 ubiquitin-protein ligase SIAH1 (Homo sapiens); Siah-1 / rhodamine-plectin peptide fluorescence polarization; higher % means a stronger effect; displacement, % at 20 µM; hits with a dose series show IC50 in µM; 290,000 tested, 0.02% active;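 active = displacement of at least 50% at 20 µM, with a fluorescence ratio check between 0.3 and a set limit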;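 note: plate controls were Siah plus tracer with DMSO for no effect and tracer alone without Siah for full effect; strong numbers were not always called active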
# GPR35 antagonists: GPR35 antagonists blocking zaprinast-driven arrestin recruitment, primary screen, imaging, U2OS, beta-arrestin-GFP, zaprinast agonist (AID 2058); 290,000 tested, 0.052% active; U2OS GPR35 beta-arrestin-GFP translocation imaging, zaprinast antagonism; higher % means a stronger effect; G-protein coupled receptor 35 (Homo sapiens); one-dose inhibition, % at 10 µM; IC50 in µM for titrated hits;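 active = inhibition of at least 50% with at least 30 cells and total cytoplasm GFP at most 10,000,000; inconclusive = under 30 cells or total GFP of 10,000,000 plus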
# PhoP inhibition: inhibitors of PhoP regulon expression, primary screen, Salmonella Typhimurium, GFP reporter (AID 1863); S. Typhimurium PhoP-regulated promoter GFP reporter, 4 h; higher % means a stronger effect; inhibition, % at 50 µM, or IC50 in µM where a hit was titrated; 300,000 tested, 0.16% active;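 active = inhibition over 29.93%, a cutoff 3 SD above the screen mean, later confirmed by dose response; inconclusive = inhibition over 29.93% but no dose response follow-up; inactive = inhibition at most 29.93% or unconfirmed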;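 note: 0% = low Mg2+ inducing control and 100% = high Mg2+ repressing control; strong numbers were not always called active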
# NTR1 agonist cell count 20 µM: recorded beside NTR1 agonist, whose call it bears; cell count; measured here: cell count, cytotoxicity flag
# Myeloid diff 2 GFP+ MAC1+ %: also measured in Myeloid diff 2; calls as there; GFP+ MAC1+ double positive, %; measured here: differentiation confirmed by MAC1 staining
# The depositor's hits bear a star; i = inactive; ? = inconclusive; · = not tested or not shown.
mol	Myeloid diff 2	Myeloid diff 2 GFP+ MAC1+ %	HIV fusion peptide	LYP phosphatase	Rac1 GTP hydrolysis	NTR1 agonist	NTR1 agonist cell count 20 µM	GPR55 LPI antagonism	Siah-1 displacement	GPR35 antagonists	PhoP inhibition
CC(O)CNc1ncnc2nc[nH]c12 (centres undefined)	i	0.0	0.8%	-3%	-4%	-0.1	92	27%	-1%	-14%	11%
Cn1c(=O)[nH]c(=O)c2c1nc(SCC(=O)O)n2Cc1ccccc1	i	0.7	0.5%	-10%	10%	0.5	78	0%	11%	15%	6%
COC(=O)c1ccc(C2C(Oc3ccccc3C)C(=O)N2CCc2ccc(OC)c(OC)c2)cc1 (centres undefined)	i	0.6	-3.7%	4%	12%	4.9	41	-4%	-6%	17%	-3%
O=C(CCCN1C(=O)c2cccnc2Oc2ccc(Cl)cc21)N1CCCCC1	i	2.4	-0.9%	-14%	-3%	-0.1	65	2%	0%	2%	-3%
C(=N\Nc1nc(N2CCCC2)nc(N2CCCC2)n1)/c1ccncc1	i	0.3	-0.1%	-2%	-3%	1.0	40	11%	-9%	-6%	8%
Cc1cccc(N2CCN(C(=O)c3ccc4c(c3)CCN4S(C)(=O)=O)CC2)c1C	?	·	-0.2%	-10%	9%	0.4	49	-18%	9%	-6%	-4%
Cc1ccc(Cl)cc1N1CCN(S(=O)(=O)c2ccc3[nH]c(=O)ccc3c2)CC1	i	1.2	0.8%	-4%	5%	2.6	59	-5%	34%	-10%	·
CCN(CC)CCCNC(=O)c1ccccc1NC(=O)C1=CSCCO1	i	2.1	-0.9%	-10%	8%	0.5	64	3%	18%	20%	-5%
CC(C)(C)C(=O)Nc1sc2c(c1-c1nc3ccccc3[nH]1)CCCC2	i	15	-2.9%	-5%	4%	9.0	77	2%	5%	1%	-8%
O=C(CN1C(=O)CC(c2ccco2)Sc2ccccc21)NCc1ccc2c(c1)OCO2 (centres undefined)	i	1.7	4.6%	-2%	9%	-0.7	59	4%	2%	1%	9%
CCn1c(CN2CCOCC2)nnc1SCC(=O)Nc1ccc(C)cc1	i	0.8	0.0%	-5%	11%	1.5	57	9%	3%	-6%	1%
COC(=O)c1ccc(C)c(NC(=S)NCc2ccc(Cl)cc2)c1	i	0.1	0.9%	-9%	1%	4.5	72	-1%	-4%	8%	-5%
CCOC(=O)N1CCN(C(=O)CCSc2ccc(C)cc2)CC1	i	1.2	0.4%	0%	-3%	0.2	61	2%	12%	-8%	1%
O=C(CSc1ccccc1)NN1C(=O)c2ccccc2C1=O	i	0.2	0.6%	-4%	6%	1.9	54	17%	4%	-6%	9%
O=C1C=C(N2CCCCCC2)C2(CCCCC2)O1	i	0.3	0.8%	-9%	0%	0.0	76	8%	2%	4%	-5%
CC(=O)Nc1ccc(Cl)c(C(N)=O)c1	i	8.3	-2.5%	-8%	7%	0.0	91	-1%	0%	-8%	-1%
COc1cccc(CN(CC(=O)NC2CCCC2)C(=O)Cn2nnc(-c3cccs3)n2)c1	i	1.8	1.6%	-1%	4%	1.1	81	13%	4%	-10%	6%
C#CC(CC)(CC)NC(=O)c1nn(-c2ccccc2Cl)c(C)cc1=O	i	0.4	-1.4%	-6%	4%	-0.2	50	-6%	-1%	0%	6%
Cn1cccc1/C=C1/SC(=S)N(CC(=O)O)C1=O	i	2.3	28%	1%	1%	-1.9	54	7%	-13%	20%	0%
CC(C)CCNC(=O)c1onc(CSc2ccc(F)c(F)c2)c1C(=O)NCCC(C)C	i	1.2	-0.3%	6%	12%	-1.0	87	25%	3%	5%	-4%
O=C(CC12CC3CC(CC(C3)C1)C2)N1CCN(S(=O)(=O)c2cccs2)CC1	i	0.1	-1.5%	-4%	9%	4.2	59	4%	-1%	2%	-6%
COc1cc(C(=O)Nc2ccccc2C2COC(=O)C2=N)cc(OC)c1OC (centres undefined)	i	0.3	0.7%	-3%	4%	-2.8	71	-1%	20%	-2%	20%
Cc1cc(C)cc(N(C(=O)c2csnn2)C(C(=O)NC(C)(C)C)c2cccnc2)c1 (centres undefined)	i	0.3	-1.0%	-3%	6%	0.7	47	-8%	-5%	16%	7%
COc1ccc(S(=O)(=O)NCc2nc3nc(C)cc(C)n3n2)cc1OC	i	0.9	1.8%	-8%	6%	0.4	52	4%	-5%	-8%	·
NC(=O)c1ccc(NC(=O)CCC(=O)N2CCN(S(=O)(=O)c3ccc(Cl)cc3)CC2)cc1	i	0.8	-1.3%	-4%	6%	-0.5	55	-3%	-6%	3%	-4%
CC(NC(=O)c1cc2c(=O)n3ccccc3nc2n(CC2CCCO2)c1=N)c1ccccc1 (centres undefined)	i	0.7	-0.5%	-38%	-4%	0.1	40	2%	-2%	-3%	6%
COc1ccccc1C(CCNCc1ccccc1)c1ccc(OC(C)C)cc1 (centres undefined)	i	1.4	-1.3%	-2%	·	7.7	52	45%	0%	-8%	11%
O=C(Nc1cccc(F)c1)c1cc(S(=O)(=O)N2CCC(C(=O)O)CC2)ccc1F	i	8.7	0.1%	-6%	4%	-0.6	60	15%	0%	4%	-2%
Cc1cccc(Oc2coc3cc(OC(=O)c4cncc(Br)c4)ccc3c2=O)c1	i	0.9	2.5%	-7%	-11%	0.0	47	-3%	1%	4%	-3%
O=C(COc1ccccc1)NNC(=O)c1cccs1	i	0.1	1.9%	-3%	-1%	1.2	76	6%	0%	3%	23%
Cc1cc(C)nc(N/N=C/c2ccccc2OCc2ccc(Br)cc2)n1	i	0.7	5.2%	3%	5%	4.1	65	3%	0%	-11%	4%
NC(=O)c1sc2nc3c(c(-c4cccs4)c2c1N)CCCCC3	i	0.7	0.0%	-3%	4%	3.8	64	1%	-1%	15%	10%
CN1CCN(c2ccc(NC(=O)c3ccc(-c4cccc([N+](=O)[O-])c4)o3)cc2)CC1	i	0.3	-3.3%	-2%	14%	-0.2	85	-1%	-5%	-7%	-5%
CCc1ccc(Nc2nnc(SC3CCOC3=O)s2)cc1 (centres undefined)	i	0.5	4.6%	5%	1%	14	60	27%	-6%	20%	-2%
CC1C(=O)N2CCCc3cc(S(=O)(=O)N4CCN(c5ccccc5F)CC4)cc1c32 (centres undefined)	i	0.7	-0.3%	-6%	-4%	0.3	72	10%	-6%	23%	5%
CCCCN(C)C(=O)c1nc2ccccn2c1CN1CCC[C@H]1CO	i	0.6	0.2%	-10%	12%	4.2	33	-11%	1%	-2%	-1%
Cc1nn(-c2ccccc2)c(C)c1C(=O)Nc1ccc(N2CCOCC2)cc1	i	0.2	-0.8%	-3%	6%	-0.1	41	-6%	-4%	-13%	-2%
COc1cc2c(cc1OC)C(C)N(C(=O)c1cc3c(s1)-c1ccccc1OC3)CC2 (centres undefined)	i	1.3	-2.0%	-4%	3%	5.8	50	-2%	3%	-15%	15%
O=C1c2ccccc2NC2(CCCCC2)N1N=C1CCCCC1	i	0.4	-2.6%	3%	9%	0.1	63	-2%	4%	4%	1%
CCOc1ccc(CN(C)Cc2cc(=O)oc3cc(C)c(Cl)cc23)cc1	i	1.2	-1.7%	2%	3%	2.9	55	15%	2%	-2%	-4%
Cn1cnc([N+](=O)[O-])c1Sc1nnc(-c2cccnc2)n1C	i	1.2	2.0%	-8%	17%	·	·	12%	3%	6%	8%
O=C1CSCN1c1cc(Cl)ccc1Cl	i	0.4	-0.2%	-10%	·	-1.0	44	6%	-3%	2%	-10%
Clc1ccc(-c2cc(CN3CCCCC3)no2)cc1Cl	i	0.3	-2.8%	-10%	6%	3.8	81	11%	2%	8%	·
CCn1ncc(S(=O)(=O)NCc2ccccc2Cl)c1C	i	1.8	-1.7%	-7%	7%	-0.2	64	14%	-5%	7%	-1%
CCC(CC)C(=O)Nc1cccc(C(=O)Nc2nccs2)c1	i	0.8	0.4%	2%	10%	-3.1	97	6%	1%	2%	-14%
Cc1cc(C(=O)CSc2nnc(-c3ccc(F)cc3)o2)c(C)n1CC1COc2ccccc2O1 (centres undefined)	i	0.8	0.3%	-4%	14%	8.0	44	27%	1%	14%	-6%
COC(=O)c1c(NC(=O)c2ccco2)sc2c1CCN(C(C)=O)C2	i	1.8	-0.9%	-6%	9%	0.5	54	-9%	2%	-3%	4%
CN(C)c1oc(-c2ccccc2Cl)nc1C#N	i	7.3	0.9%	-10%	3%	1.1	46	7%	-1%	-4%	5%
c1ccc2c(c1)nc(Nc1ccc3c(c1)OCO3)c1nnnn12	i	1.1	0.2%	0%	3%	1.3	42	-6%	-4%	-10%	-1%
CCCNC(=O)c1nc2ncc(Br)cn2n1	i	1.3	0.5%	0%	2%	-0.3	88	-1%	-2%	6%	6%

# (cont.)
mol	Myeloid diff 2	Myeloid diff 2 GFP+ MAC1+ %	HIV fusion peptide	LYP phosphatase	Rac1 GTP hydrolysis	NTR1 agonist	NTR1 agonist cell count 20 µM	GPR55 LPI antagonism	Siah-1 displacement	GPR35 antagonists	PhoP inhibition
Cc1cc(-c2nsc(=O)o2)c(S(C)(=O)=O)s1	i	0.8	-2.1%	1%	21%	0.0	95	0%	1%	10%	10%
COc1ccccc1-c1c(C(F)(F)F)oc2cc(OC(=O)c3cccc([N+](=O)[O-])c3C)ccc2c1=O	i	1.2	-0.8%	2%	-4%	-4.9	89	6%	-5%	12%	-10%
COc1cc(/C=N/NC(=O)CCOc2ccccc2C)cc(Br)c1O	i	0.2	-3.4%	7%	18%	1.5	79	5%	-5%	-10%	-1%
O=C(NC(=S)NCc1cccnc1)c1ccccc1	i	1.1	0.3%	-5%	7%	1.2	69	7%	4%	-6%	-8%
CC1=Nc2cc(C(=O)O)ccc2Sc2ccc(C)cc21	i	0.5	18%	-5%	-10%	1.4	35	7%	12%	-7%	-12%
CCOC(=O)Nc1ccc2c(C)cc(=O)oc2c1	i	8.3	1.3%	-9%	4%	0.5	55	1%	-6%	-4%	7%
COc1cccc(C2c3c(oc4ccccc4c3=O)C(=O)N2c2ccccn2)c1 (centres undefined)	i	7.2	3.7%	-3%	8%	-1.3	52	-4%	1%	24%	-5%
